AHR act = human AHR activation; activation, % at 5 µM; 320,000 tested, 2.5% active; AHR-responsive luciferase reporter cells, luminescence; P35869; in the data active = activation above about 47%;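 note: 0% = vehicle wells and 100% = reference agonist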
GLD-1 RNA inh = GLD-1-TGE RNA interaction inhibition (C. elegans). Q17339. purified GLD-1 + fluorescein TGE RNA, fluorescence polarization. inhibition, % at 5.96 µM. 320,000 tested, 0.44% active;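 active = percent inhibition above a per-plate cutoff, the plate mean of test compounds plus 3 SD, cut at about 30% in these data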;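 note: 0% = DMSO wells with GLD-1 and probe and 100% = wells lacking GLD-1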
Target sequence (Q17339 whole entry, looked up): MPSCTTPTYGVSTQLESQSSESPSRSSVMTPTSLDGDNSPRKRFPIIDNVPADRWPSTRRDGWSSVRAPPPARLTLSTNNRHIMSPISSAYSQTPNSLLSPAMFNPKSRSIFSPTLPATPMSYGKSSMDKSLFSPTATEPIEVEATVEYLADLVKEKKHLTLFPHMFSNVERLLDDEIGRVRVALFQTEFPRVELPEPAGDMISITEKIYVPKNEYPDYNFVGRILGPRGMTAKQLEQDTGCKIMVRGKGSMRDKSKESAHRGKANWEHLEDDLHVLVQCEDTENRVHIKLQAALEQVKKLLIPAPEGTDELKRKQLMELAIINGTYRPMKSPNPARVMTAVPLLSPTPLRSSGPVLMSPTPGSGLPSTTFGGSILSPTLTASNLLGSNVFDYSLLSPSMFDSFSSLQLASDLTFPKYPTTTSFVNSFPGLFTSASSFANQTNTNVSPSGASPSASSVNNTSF
PME-1 inh = blocks human protein phosphatase methylesterase 1; Q9Y570; recombinant PME-1, FP-Rh probe fluorescence polarization; inhibition, % at 5.9 µM; 320,000 tested, 0.53% active; AID 2130;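 active = inhibition above the campaign mean of all compounds plus 3 SD, cut at about 26% in these data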;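 note: competitive labeling of PME-1 active site by serine hydrolase directed probe; 0% = PME-1 with DMSO and 100% = wells lacking PME-1 enzyme; inhibitors block probe labeling so polarization falls and inhibition rises; many of its hits are not listed in these tables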
MEX-5 binding = C. elegans MEX-5 TCR-2 RNA binding activity. Q9XUB2. MEX-5/FITC-TCR2 RNA binding, fluorescence polarization; stronger effect = lower value. activity score (negative = inhibition of binding), % at 10 µM. 300,000 tested, 0.38% active;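 active = inhibition past about -25% in most replicates, and total fluorescence under double the plate's negative control median, limit read from the data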;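 note: 0% = DMSO and -100% = 5 µM competing unlabeled TCR2 RNA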
BCLXL inh = blocks human Bcl-xL binding to Bim BH3 peptide; Q07817; GST-Bcl-xL / FITC-Bim BH3 peptide fluorescence polarization; inhibition, % at 10.9 µM; 320,000 tested, 0.7% active;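 active = inhibition above the mean of all tested compounds plus 3 SD, cutoff set per campaign, cut at about 30% in these data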;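 note: 0% = DMSO wells and 100% = unlabeled Bim-BH3 peptide competitor; inhibitors lower millipolarization by displacing the labeled peptide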
PAFAH1B2 FP inh = blocks human PAF acetylhydrolase 1b catalytic subunit 2 | P68402 | recombinant PAFAH1B2, FP-rhodamine activity probe, fluorescence polarization | inhibition, % at 3.39 µM | 340,000 tested, 1.2% active;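 active = inhibition above the mean of all tested compounds plus 3 SD, cut at about 24% in these data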;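 note: 0% = enzyme with DMSO and 100% = wells lacking PAFAH1B2; many of its hits are not listed in these tables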
Target sequence (P68402 whole entry, looked up): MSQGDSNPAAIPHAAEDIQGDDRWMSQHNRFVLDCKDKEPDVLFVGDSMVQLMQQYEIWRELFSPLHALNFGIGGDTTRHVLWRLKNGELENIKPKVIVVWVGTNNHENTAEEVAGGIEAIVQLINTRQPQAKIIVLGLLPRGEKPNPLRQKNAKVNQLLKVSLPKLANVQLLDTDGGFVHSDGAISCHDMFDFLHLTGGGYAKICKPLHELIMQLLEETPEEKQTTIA
MCL1 BIM primary = MCL1-BIM-BH3 interaction inhibition (human); Q07820; GST-MCL1 / FITC-Bim-BH3 fluorescence polarization; inhibition, % at 10.9 µM; 320,000 tested, 0.68% active; AID 2057;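 active = inhibition above the mean inhibition of all tested compounds plus 3 SD, set per campaign, cut at about 40% in these data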;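 note: 0% = DMSO wells and 100% = unlabeled Bim-BH3 peptide control; higher means more loss of mP so more displacement of Bim peptide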
Target sequence (Q07820 whole entry, looked up): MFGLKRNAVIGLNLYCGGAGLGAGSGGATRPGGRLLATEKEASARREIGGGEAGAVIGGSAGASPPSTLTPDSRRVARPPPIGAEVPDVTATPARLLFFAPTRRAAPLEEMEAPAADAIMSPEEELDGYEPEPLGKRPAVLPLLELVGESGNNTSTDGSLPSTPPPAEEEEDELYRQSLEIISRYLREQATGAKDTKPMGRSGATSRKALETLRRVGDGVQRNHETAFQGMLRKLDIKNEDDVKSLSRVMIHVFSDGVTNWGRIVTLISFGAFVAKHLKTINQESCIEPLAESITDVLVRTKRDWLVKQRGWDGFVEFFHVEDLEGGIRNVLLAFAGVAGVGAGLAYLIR
Fam108B counter = blocks mouse Fam108B hydrolase in RBBP9 counter-screen; 300,000 tested, 0.33% active; inhibition, % at 9.51 µM; AID 1947; recombinant Fam108B, FP-Rh probe fluorescence polarization;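 active = inhibition above the screen mean inhibition plus 3 SD, computed separately per campaign, cut at about 18% in these data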;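 note: inhibitors lower polarization as less probe binds the enzyme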
pPAFAH inh = pPAFAH (human) enzyme inhibition; recombinant pPAFAH, FP-rhodamine probe fluorescence polarization; Q13093; inhibition, % at 3.39 µM; AID 463082; 330,000 tested, 1.5% active;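 active = inhibition above the mean inhibition across the screen plus 3 SD, cut at about 25% in these data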;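 note: inhibitors block binding of the rhodamine activity-based probe so polarization drops; 0% = enzyme with DMSO and 100% = wells lacking pPAFAH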
Starred values were filed as active, the others as inactive; x = not tested or not shown; + = active, no number; & = joins results of further samples.

No.	SMILES	AHR act	GLD-1 RNA inh	PME-1 inh	MEX-5 binding	BCLXL inh	PAFAH1B2 FP inh	MCL1 BIM primary	Fam108B counter	pPAFAH inh
1	Cc1ccc(N=Cc2c(O)n(-c3ccc(C)cc3)c(=O)[nH]c2=O)cc1	11	0	6	1.1	3	6	-2	-4	6
2	O=c1[nH]c(=S)n(Cc2ccco2)c(O)c1C=NCc1cccs1	2	1	7	-2.8	-6	-1	2	-7	13
3	CCOCCCN=Cc1c(O)n(Cc2ccccc2)c(=O)[nH]c1=O	6	0	-4	-1.6	3	2	6	3	2
4	O=C(c1cc2nc(-c3ccccc3)cc(-c3ccccc3)n2n1)N1CCC2(CC1)OCCO2	1	4	2	1.5	0	1	2	-4	17
5	CN1C(=O)NC(=O)C2(Cc3ccccc3N3CCOCC32)C1=O (stereo not given)	2	5	7	0.7	3	3	2	3	5
6	Cc1cc(OCC(=O)N2CCC(C(=O)O)(c3ccccc3)CC2)c2c(C)cc(=O)oc2c1	5	2	3	1.8	6	9	3	2	-7
7	COC(=O)CSC1=NN1c1cc(C)nc(N)n1	0	5	-8	2.1	2	-3	-6	3	4
8	Cc1cccc(CNCCc2ccccc2)n1	-1	-11	4	5.3	5	2	4	2	1
9	CN(C(=O)Oc1ccc(C(=O)c2ccc(Cl)cc2)cc1)c1ccccc1	0	2	-7	-2.1	-1	2	1	-5	0
10	O=C(Cc1ccccc1)Oc1cccc(N2C(=O)CCC2=O)c1	-3	-13	2	3.0	-3	1	-4	5	6
11	Cc1cccc(CS(=O)(=O)Cc2ccc(C(=O)N3CCC4(CC3)OCCO4)o2)c1	0	-3	-4	1.6	6	-4	5	0	13
12	COc1ccc2[nH]c3c(c2c1)CCNC3C (stereo not given)	-1	-2	0	1.8	4	2	8	-4	1
13	CC12CN3CC(C)(CN(C1)C3c1cccnc1)C2=O (stereo not given)	-1	3	-2	1.9	3	-1	2	0	4
14	O=c1[nH]c(=O)n(Cc2ccc(F)cc2)c(O)c1C=NCCCN1CCOCC1	-1	2	6	-1.0	0	2	0	2	4
15	Cc1ccc(C[n+]2c(-c3ccc(C)cc3)cc(-c3ccc(C)cc3)cc2-c2ccc(C)cc2)cc1	-15	-6	2	2.1	4	-1	4	3	-2
16	O=C(COc1ccc(Cl)cc1Cl)N1CCN(C/C=C/c2ccccc2)CC1	1	7	3	0.9	1	1	4	2	5
17	Cc1cc(/C=C2/C(=O)NC(=O)N(c3ccc(Br)cc3)C2=O)c(C)n1C	26	-7	-5	-11	8	-10	6	-7	-4
18	CCCCn1c(O)c(C(C)=NCCCn2ccnc2)c(=O)[nH]c1=O	7	3	0	0.8	2	5	1	3	4
19	Cc1ccc(C(C)C)c(OCC#CCN2CCCC2)c1	1	3	5	-0.9	7	10	4	0	5
20	O=C1CN=C(c2ccc[nH]2)c2cc(Cl)ccc2N1	-1	-4	3	-1.1	2	7	1	1	2

A few values from the list:
#18 @ MEX-5 binding: 0.8
#2 @ PME-1 inh: 7

Additional records:
No.	SMILES	AHR act	GLD-1 RNA inh	PME-1 inh	MEX-5 binding	BCLXL inh	PAFAH1B2 FP inh	MCL1 BIM primary	Fam108B counter	pPAFAH inh
21	CCOC(=O)C1=C(N)Oc2cc(C)oc(=O)c2C12C(=O)N1c3c(cc(OC)cc32)C(C)=CC1(C)C (stereo not given)	1	2	2	0.1	7	2	3	-4	4
22	c1ccc2c(N3CCNCC3)nsc2c1	3	0	-13	0.4	8	3	5	-5	-8
23	O=c1[nH]c(=S)[nH]c(O)c1CN1CCCCC1	-1	-2	4	-6.2	5	2	0	8	-2
24	CN(C(=O)Oc1ccc(C(C)(C)C)cc1)c1ccccc1	0	3	7	0.2	-1	16	3	-1	3
25	COc1ccc(C2SCC(=O)Nc3c2c(C)nn3C2CCOC(C)(C)C2)cc1 (stereo not given)	0	4	0	1.2	-2	-4	5	-1	2
26	COc1ccc(CC2(CCc3ccncc3)C(=O)NC(=O)NC2=O)cc1OC	-1	1	-1	-1.1	-1	1	7	4	1
27	COc1ccccc1Cn1c(SCC#N)nc2cc(C(=O)N3CCC4(CC3)OCCO4)ccc2c1=O	10	0	6	3.6	6	4	12	0	9
28	CCC(=NCCCN(C)C)c1c(O)n(-c2ccc(OC)cc2)c(=O)[nH]c1=O	2	-2	-7	-6.6	7	3	2	6	-3
29	N=Cc1c(O)n(-c2ccccc2)c(=O)n(-c2ccccc2)c1=O	3	-3	-2	2.8	1	-3	1	-2	1
30	CC(=O)c1cc(C#N)c(N2CCN(C)CC2)nc1C	0	-4	-6	1.1	7	-2	6	-1	6
31	Cn1c(O)c(C=NCc2ccco2)c(=O)n(C)c1=O	0	6	-3	-2.2	0	1	1	-1	3
32	C=CCn1c(O)c(C=NCCN(C)C)c(=O)[nH]c1=O	3	-25	-9	7.9	-18	1	-25	-4	6
33	O=C(COC(=O)Cc1ccccc1)Nc1cccnc1Cl	2	10	5	-0.3	-1	6	0	1	5
34	O=C1C2CCCC1C(N1CCCC1)CC2 (stereo not given)	-2	3	1	1.1	0	2	3	0	5
35	CCc1ccc(N2C(=O)NC(=O)C(Cc3ccc(OC)cc3OC)C2=O)cc1 (stereo not given)	1	0	0	1.0	1	0	-7	-3	0
36	CC1=C(C(=O)O)N2C(=O)C(NC(=O)CCCC(=O)O)C2SC1 (stereo not given)	0	-1	1	-0.4	6	7	9	3	1
37	CCOC(=O)c1c(C)[nH]c(C(=O)C(Cc2ccccc2)N(C)C)c1C (stereo not given)	7	5	-1	-0.4	-2	-4	-1	-4	7
38	O=P(OCC(F)(F)C(F)F)(N1CCOCC1)N1CCOCC1	0	4	-3	1.2	3	-5	0	0	4
39	C[C@]12CC[C@@H](O)CC1=CCC1C2CC[C@@]2(C)C1CC[C@@H]2N (stereo not given in full)	-2	-3	x	x	x	0	x	x	3
40	Cc1nc2ccccc2c(=O)n1-c1ccccn1	0	4	-4	-3.6	1	0	-1	-1	2

Only Fam108B counter, for some of the entries so far:
No. | Structure | Fam108B counter
24 | CN(C(=O)Oc1ccc(C(C)(C)C)cc1)c1ccccc1 | -1
30 | CC(=O)c1cc(C#N)c(N2CCN(C)CC2)nc1C | -1

Following part.
No.	SMILES	AHR act	GLD-1 RNA inh	PME-1 inh	MEX-5 binding	BCLXL inh	PAFAH1B2 FP inh	MCL1 BIM primary	Fam108B counter	pPAFAH inh
41	O=[N+]([O-])c1ccccc1-c1cc(-c2ccccc2)cc(-c2ccccc2)[n+]1Cc1ccccc1Cl	3	10	-5	0.2	-2	x	-2	0	3
42	CCN(CC)CCNC(=O)c1c(O)c2ccccc2n(Cc2ccccc2)c1=O	0	4	-1	-1.2	0	-1	-4	2	-4
43	O=C1CC(c2ccccc2)CN1 (stereo not given)	-1	6	1	-1.2	1	8	0	2	3
44	CCC(=NCc1ccco1)c1c(O)n(C2CCCCC2)c(=O)[nH]c1=O	0	3	1	-1.3	-2	8	-2	2	14
45	CCCCn1c(=O)c(C(=O)Nc2ccccc2N)c(O)c2ccccc21	48*	-3	-12	1.1	-3	2	-1	-2	-3
46	Cc1cccc(NC(=O)C(C)N2CC=C(c3ccccc3)CC2)c1 (stereo not given)	0	6	3	0.0	1	1	6	-1	-1
47	O=C(c1cn(Cc2ccccc2)c2ccccc12)N1CCCCC1	3	-1	2	1.5	2	1	0	-1	5
48	COc1cc(C)cc2oc(=O)c(CC(=O)N3C[C@H]4C[C@@H](C3)c3cccc(=O)n3C4)c(C)c12	0	4	3	-1.8	2	1	-1	3	-1
49	CN(C)[C@@H]1C(=O)C(C(N)=O)=C(O)[C@@]2(O)C(=O)C3=C(O)c4c(O)cccc4[C@@](C)(O)[C@H]3[C@H](O)[C@@H]12	3&1&1	93*	-6&-5&-18	-84*	153*	35*	+	59*	82*
50	CCOc1ccccc1-n1c(O)c(C=NCCCn2ccnc2)c(=O)[nH]c1=O	0	8	-4	2.5	1	-2	-7	-5	7
51	C=C(CC1CC(O)[C@]2(C)OC3CC4OC5C[C@]6(C)O[C@]7(C)CCC8OC9C[C@]%10(C)OC%11C(C)=CC(=O)OC%11CC%10OC9C[C@@H](C)C8OC7CC6O[C@]5(C)C/C=C\C4OC3CC2O1)C(=O)O (stereo not given in full)	2	1	-3	0.2	2	7	1	-2	4
52	O=c1[nH]c(=O)n(C2CCCCC2)c(O)c1C1NCCc2ccccc21 (stereo not given)	5	-15	6	1.0	-4	2	-9	-4	2
53	O=[N+]([O-])c1cccc(CN2CCN(Cc3ccc(Br)cc3)CC2)c1	-3	-8	2	0.1	4	9	-5	-3	6
54	CC(=O)Nc1ccccc1C(=O)OCc1ccc(F)cc1	-2	1	-2	-1.2	-3	6	-6	-5	-1
55	CCOC(C(=O)OCCC[N+](C)(CC)CC)(c1ccccc1)c1ccccc1	0	-1	1	1.8	1	-3	9	2	4
56	OC(C#CCN1CCOCC1)(c1ccccc1)C1CCCC1 (stereo not given)	0	4	-1	-1.0	3	2	6	1	-4
57	O=C(CNS(=O)(=O)c1ccc(Br)s1)N1CCC2(CC1)OCCO2	2	0	1	1.7	-2	11	2	1	7
58	O=C(CN1CCOCC1)c1cccc2ccccc12	7	1	-3	-1.6	11	8	6	-1	2
59	COC(=O)C1=C(c2cccc(C#N)c2)C[C@@H]2CC[C@H]1N2C(=O)NC1CCCCC1	-1	-5	-1	x	14	-1	1	x	3
60	COc1ccc(OC)c(C(O)C(C)N)c1 (stereo not given)	-1	8	x	x	x	-1	x	x	-1
61	O=C(CCc1ccc(O)cc1)N1C[C@H]2C[C@@H](C1)c1cccc(=O)n1C2	-1	0	1	-3.0	0	8	3	1	0
62	COC(=O)C1=C(c2ccc(F)cc2OCc2ccccc2)C[C@@H]2CC[C@H]1N2C(=O)NCCOc1ccc(OC)cc1	1	-6	-1	x	6	-2	7	x	1
63	CC1CN=C(NCc2ccccc2Cl)S1 (stereo not given)	1	5	3	1.6	2	4	2	-1	-1
64	c1ccc2c(NC3=NCCS3)cccc2c1	33	-8	-7	-2.2	2	5	3	3	2
65	CCN[C@@H](C)Cc1cccc(C(F)(F)F)c1	0	-6	x	x	x	-5	x	x	4
66	C[C@]12CC[C@H](O)CC1=CCC1C2CC[C@@]2(C)C1C[C@@H](O)[C@@H]2O (stereo not given in full)	-1	3	x	x	x	3	x	x	2
67	CC(c1ccccc1)n1cncc1C(=O)N1CCCC1=O (stereo not given)	2	7	-1	-0.3	3	-1	3	4	2
68	Cc1ccsc1C(=O)C1CCCN(Cc2c(C)nn(C(C)C)c2C)C1 (stereo not given)	0	-15	2	-0.4	2	3	2	0	-1
69	CN(CC#CCN1CCCC1)C(=O)c1cccc(Cl)c1	1	-2	4	0.5	5	1	9	-5	2
70	CC(=O)C1(c2ccccc2)CCNCC1	-1	5	5	2.1	7	5	4	-1	3
71	CN(C)CC#CCC(O)(c1ccccc1)C1CCCC1 (stereo not given)	-2	-5	-4	1.1	0	0	-1	0	2
72	CC(C)C(=O)N1CCN(CCN=Cc2c(O)n(C)c(=O)n(C)c2=O)CC1	-4	6	-7	-1.3	2	2	2	1	8
73	CCCCSP1(=S)NCCCO1 (stereo not given)	0	3	-6	0.6	8	-2	1	-3	-4
74	O=c1[nH]c(=O)n(CCC2=CCCCC2)c(O)c1C=Nc1cccc(F)c1	2	3	3	1.4	4	6	18	-1	4
75	Cc1ccccc1-n1c(O)c(/C=N/c2nccs2)c(=O)[nH]c1=O	0&3	-6&-3	-3&0	6.8&11	-10&-2	3&1	-14&2	4&-2	-5&-1
76	COc1ccc2nc(NC3=NCCN3)sc2c1	25	2	1	2.4	-2	3	-1	0	0

Not all compounds are listed (hit frequency here may not be typical).
